# Source: PubChem
# DNMT1 block = blocks human DNA methyltransferase DNMT1 | P26358 | DNMT1 molecular beacon, Hinp1I cleavage, fluorescence | inhibition (reported as % activation of signal), % at 10 µM | 360,000 compounds, 0.83% hits; in the data active means inhibition above about 50%
# SUMO1-SIM PPI = modulators of human SUMO1-mediated protein-protein interactions; P63165; 360,000 compounds, 0.33% hits; AID 602429; SUMO1 binding to a labelled peptide, TR-FRET, 1 h; inhibition, % at 20 µM; in the data active means inhibition above about 37%
# Scp1 inh = Scp-1 (human) phosphatase inhibition; Recombinant Scp1, phosphopeptide, malachite green phosphate absorbance; Q9GZU7; 340,000 compounds, 0.88% hits; inhibition, % at 20 µM;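 active means inhibition above about 50% at 20 µM, limit read from the data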;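 further: plate controls were DMSO wells with enzyme for no effect and wells lacking enzyme for full effect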
# Target sequence (Q9GZU7 76-261 limits assumed): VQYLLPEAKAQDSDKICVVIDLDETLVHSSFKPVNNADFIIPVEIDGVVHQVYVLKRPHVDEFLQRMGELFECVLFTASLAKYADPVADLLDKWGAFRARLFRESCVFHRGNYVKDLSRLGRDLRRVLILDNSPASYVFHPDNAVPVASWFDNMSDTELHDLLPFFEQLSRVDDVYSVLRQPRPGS
#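 System: SCP-1 catalytic domain; Reagent: Phospho 17-mer peptide substrate; Doses: one concentration, 20 µM, with 1.0% DMSO; Incubation: 45 min room-temperature reaction, 5 min colour, 30 min stabiliser; Signal: Phosphate-binding colour reagent, absorbance read at 630 nm.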
# LMPTP block = LMPTP (human) inhibition; P24666; inhibition, % at 20 µM; 360,000 compounds, 0.22% hits; AID 651560; recombinant LMPTP-A, OMFP fluorogenic substrate, fluorescence intensity;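 active means compounds that cut the enzyme signal by at least half of the control window in the single-dose screen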;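 further: plate controls were DMSO wells with enzyme plus substrate for no effect and substrate without enzyme for full effect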
#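 Test system: LMPTP-A phosphatase enzyme. Amount: LMPTP-A at 0.625 nM final in the reaction. Reagent: OMFP substrate, 400 µM final. Times: 50 min at room temperature. Signal: endpoint fluorescence intensity from OMFP dephosphorylation. Read-out basis: % inhibition. Benchmarks: no-enzyme and uninhibited controls.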
# CSN deneddyl inh = blocks human CSN-mediated cullin deneddylation | Purified CSN, SCF-Nedd8-OG deneddylation, fluorescence polarization | inhibition, % at 12.5 µM | 360,000 compounds, 0.38% hits | AID 651999;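 active means pattern-corrected inhibition above about 35%, with an unprinted fluorescence ratio check between 0.5 and 1.5, limit read from the data, passing the limit was not always enough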;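 further: 0% = enzyme with substrate and 100% = substrate without enzyme; some results filed as inactive read as strong as hits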
#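 Assay system: HEK293T-derived human Csn5 enzyme; quantity: 0.24 nM enzyme; medium: Tris/NaCl/DTT buffer, pH 7.5; also added: substrate SCFSkp2-Nedd8OG, 10 nM; doses: 12.5 µM compound; schedule: 90 min reaction at room temperature; signal: FP; read-out: % inhibition of substrate cleavage by Csn5; benchmarks: substrate-only high control, full reaction low control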
# NadD block = inhibitors of Staphylococcus aureus NadD; purified NadD enzyme, colorimetric absorbance read-out; inhibition, % at 20 µM; 360,000 compounds, 0.78% hits; AID 602399; in the data active means inhibition above about 26%; further: some compounds past the cut are filed as inactive
# PABP1 MLLE inh = inhibitors of microRNA-mediated deadenylation, human PABP1 MLLE binding; GST-MLLE / FITC-PAM2 fluorescence polarization; AID 588489; P11940; 360,000 compounds, 0.36% hits; inhibition, % at 20 µM; in the data active means inhibition above about 35%, passing the limit was not always enough;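 further: plate controls were DMSO wells with GST-MLLE for no effect and wells lacking GST-MLLE protein for full effect; some results filed as inactive read as strong as hits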
# TbMetRS inhib = blocks T. brucei methionyl-tRNA synthetase activity; purified T. brucei MetRS, ATP depletion, Kinase-Glo luminescence; inhibition, % at 11.9 µM; 360,000 compounds, 0.4% hits;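 active means inhibition above a per-plate cutoff of the control wells' mean inhibition plus 3 SD, cut at about 5.5% in these data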;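 further: 0% = DMSO wells median and 100% = median of wells with control inhibitor compound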
#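 Assay system: T. brucei methionyl-tRNA synthetase, purified | Medium: HEPES buffer with MgCl2, KCl, DTT, spermine, BSA, pyrophosphatase | Compound: 11.9 µM single point | Incubation: 15 min enzyme-compound preincubation, 2 h reaction, 10 min detection, 25 °C | Measured by: Kinase-Glo luciferase luminescence reporting remaining unconsumed ATP | Measure: % inhibition normalized to control-well medians | Replication: Singlicate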
# STEP block = inhibitors of human striatal-enriched phosphatase STEP | inhibition, % at 20 µM | P54829 | recombinant STEP, OMFP fluorogenic substrate, fluorescence | 360,000 compounds, 0.25% hits;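 active means inhibition at 20 µM, scaled per plate between control wells, above about 37%, limit read from the data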;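 further: 0% = DMSO with enzyme and substrate and 100% = substrate only without enzyme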
# Target sequence (P54829 whole entry, looked up): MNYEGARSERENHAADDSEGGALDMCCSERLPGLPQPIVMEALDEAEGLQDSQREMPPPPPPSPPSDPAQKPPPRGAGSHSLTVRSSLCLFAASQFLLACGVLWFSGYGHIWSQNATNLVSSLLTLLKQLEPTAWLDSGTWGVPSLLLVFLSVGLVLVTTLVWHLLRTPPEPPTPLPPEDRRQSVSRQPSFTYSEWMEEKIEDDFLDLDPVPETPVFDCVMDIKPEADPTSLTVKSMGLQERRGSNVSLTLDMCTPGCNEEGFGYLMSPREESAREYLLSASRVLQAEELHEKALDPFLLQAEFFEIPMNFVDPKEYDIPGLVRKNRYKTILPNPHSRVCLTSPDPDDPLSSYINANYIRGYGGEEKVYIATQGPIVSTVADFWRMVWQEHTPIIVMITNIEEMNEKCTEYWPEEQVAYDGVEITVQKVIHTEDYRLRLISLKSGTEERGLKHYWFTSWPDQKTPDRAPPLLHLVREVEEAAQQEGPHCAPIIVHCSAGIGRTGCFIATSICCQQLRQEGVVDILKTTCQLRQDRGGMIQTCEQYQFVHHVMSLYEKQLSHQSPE
#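 material = STEP tyrosine phosphatase | reagent = fluorogenic phosphatase substrate OMFP at 25 µM final | doses = single compound dose of 20 µM, 1% DMSO final | schedule = 20 min reaction, room temperature, in the dark | measured by = fluorescence, 480/540 nm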
# Rpn11 inh = inhibitors of human proteasome Rpn11; O00487; human 26S proteasome, Ub4-pepOG fluorescence polarization; 20S core pre-blocked with epoxomicin; calls only at 20 µM; 360,000 compounds, 0.59% hits;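 active means inhibition at 20 µM, scaled to each plate's controls, above about 33%, limit read from the data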
# Target sequence (O00487 whole entry, looked up): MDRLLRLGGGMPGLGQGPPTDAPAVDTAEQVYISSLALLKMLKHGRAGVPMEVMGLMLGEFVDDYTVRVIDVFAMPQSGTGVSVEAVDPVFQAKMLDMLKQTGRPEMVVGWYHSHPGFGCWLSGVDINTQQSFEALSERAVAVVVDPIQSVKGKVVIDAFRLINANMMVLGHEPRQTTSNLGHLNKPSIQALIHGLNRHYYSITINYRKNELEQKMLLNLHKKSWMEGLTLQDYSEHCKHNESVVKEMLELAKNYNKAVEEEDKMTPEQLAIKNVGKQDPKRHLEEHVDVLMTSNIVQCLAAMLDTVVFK
# * = called active by the depositor; i = inactive; . = no result given.
1: O=c1nc2scc(-c3ccccc3)n2c2ccccc12
2: O=[N+]([O-])c1cccc(Oc2ncccc2[N+](=O)[O-])c1
3: CC(=O)NCCn1c(SCC(=O)NCc2ccco2)nc2ccccc2c1=O
4: Cc1ccc([C@@H]2CC=C(C(=O)O)[C@H](c3ccc(C(C)(C)C)cc3)N2S(=O)(=O)c2ccc(C)cc2)cc1
5: O=C(N=C1SC2CS(=O)(=O)CC2N1c1ccc(OC(F)(F)F)cc1)C1CC1 (stereo not given)

assay / compound	1	2	3	4	5
DNMT1 block	16	1	1	27	2
SUMO1-SIM PPI	2	-28	3	14	3
Scp1 inh	0	3	-5	-17	-1
LMPTP block	-0.6	-1.3	-1.8	2.6	-0.6
CSN deneddyl inh	2	-4	0	1	1
NadD block	3	-2	1	21	-4
PABP1 MLLE inh	-14	6	0	-20	6
TbMetRS inhib	-2.4	-0.2	-1.1	-0.1	0.9
STEP block	-3	-2	-3	-2	5
Rpn11 inh	i	i	i	i	i

6: Cc1cccc(C2Nc3ccccc3C(=O)N2CCc2ccccc2)n1 (stereo not given)
7: CC1CCN(Cc2c(C(=O)N3CCc4ccccc4C3)nc3ccc(Cl)cn23)CC1
8: CC(C)NC(=O)c1ccc(CNC(=O)OCC(F)(F)F)cc1
9: COc1ccc(OCC(=O)N2CCN(C(=O)COc3ccccc3)CC2)cc1
10: O=C(CCNC(=O)c1ccc(Cl)cc1)Nc1ccccc1N1CCCC1

assay / compound	6	7	8	9	10
DNMT1 block	-1	2	0	9	-3
SUMO1-SIM PPI	-2	4	3	2	-1
Scp1 inh	-2	16	-3	-6	-3
LMPTP block	0.8	0.0	-0.6	-0.3	1.3
CSN deneddyl inh	56	5	5	-4	2
NadD block	1	-2	2	3	-4
PABP1 MLLE inh	2	-1	11	-6	4
TbMetRS inhib	-0.5	-1.0	0.1	0.2	-0.3
STEP block	-2	1	-1	1	1
Rpn11 inh	i	i	i	i	i

# Brought forward from above: 2 entries, then new ones.
9: COc1ccc(OCC(=O)N2CCN(C(=O)COc3ccccc3)CC2)cc1
10: O=C(CCNC(=O)c1ccc(Cl)cc1)Nc1ccccc1N1CCCC1
11: CC1CCCCC1NC(=O)CN1C(=O)NC(Cc2ccccc2)(Cc2ccccc2)C1=O (stereo not given)
12: CCCCN(CCCNC(=O)c1ccc2c(c1)NC(=O)CN2C)c1ccccc1
13: C[C@H](CO)N1C[C@H](C)[C@@H](CN(C)CC2CC2)Oc2c(NC(=O)C3CC3)cccc2C1=O
14: CCN(CC)C(=O)CSC1=Nc2ccccc2C2=NC(Cc3c[nH]c4ccccc34)C(=O)N12 (stereo not given)
15: COc1ccc(S(=O)(=O)Nc2ccccc2C(=O)N2CCOCC2)cc1C

assay / compound	9	10	11	12	13	14	15
DNMT1 block	9	-3	4	-12	0	-2	-2
SUMO1-SIM PPI	2	-1	0	6	2	1	-5
Scp1 inh	-6	-3	17	.	4	-1	-4
LMPTP block	-0.3	1.3	-0.5	2.4	-2.0	-2.1	-0.7
CSN deneddyl inh	-4	2	0	2	5	3	2
NadD block	3	-4	1	3	-3	5	7
PABP1 MLLE inh	-6	4	-31	-24	-3	2	12
TbMetRS inhib	0.2	-0.3	-0.4	-0.2	-0.5	-0.5	0.2
STEP block	1	1	-2	-2	-1	-5	1
Rpn11 inh	i	i	i	i	i	i	i

# Just NadD block, SUMO1-SIM PPI and Scp1 inh, for 2 of the compounds above:
item	compound	NadD block	SUMO1-SIM PPI	Scp1 inh
14	CCN(CC)C(=O)CSC1=Nc2ccccc2C2=NC(Cc3c[nH]c4ccccc34)C(=O)N12 (stereo not given)	5	1	-1
1	O=c1nc2scc(-c3ccccc3)n2c2ccccc12	3	2	0

# The listing continues.
16: C[C@H](CO)N1C[C@H](C)[C@@H](CN(C)C(=O)NC2CCCCC2)Oc2c(NC(=O)Nc3ccc(C(F)(F)F)cc3)cccc2C1=O
17: CCCCCCNC(=O)CNC(=S)N(Cc1cccs1)C1CCCCC1
18: Cc1ccc(C(C)C)cc1S(=O)(=O)NCc1cccnc1
19: CCCOC(=O)NC1CCS(=O)(=O)C1 (stereo not given)
20: CC(C)c1nc2oc3c(N(C)CCO)ncnc3c2c2c1CCC2

assay / compound	16	17	18	19	20
DNMT1 block	-10	-1	0	0	-4
SUMO1-SIM PPI	0	-1	-2	1	9
Scp1 inh	1	-4	-5	-3	-7
LMPTP block	3.7	3.8	-0.5	-2.7	1.2
CSN deneddyl inh	-1	3	-5	-4	7
NadD block	-5	-3	-2	1	0
PABP1 MLLE inh	-3	-116	16	10	-10
TbMetRS inhib	0.3	-0.1	0.2	-0.2	0.6
STEP block	0	3	-3	0	3
Rpn11 inh	i	i	i	i	i

21: Cc1ccc(N(CC(=O)NCC(O)c2ccccc2)S(=O)(=O)c2ccc(C)cc2)cc1 (stereo not given)
22: CCn1c2ccccc2c2nn(C)c(=N)nc21
23: CC(=O)c1cc2c(cc1NC(=O)CN1CCCCC1C)OCO2 (stereo not given)
24: Cc1c(NC(=O)c2ccc3ncccc3c2)c(=O)n(-c2ccccc2)n1C
25: O=C(OCCN1C(=O)c2cccc3c(N4CCOCC4)ccc(c23)C1=O)c1ccc(Cl)cc1Cl

assay / compound	21	22	23	24	25
DNMT1 block	-1	1	-1	-1	-4
SUMO1-SIM PPI	-3	-17	-11	6	-65
Scp1 inh	5	2	2	1	-15
LMPTP block	0.0	-1.4	0.4	-0.8	1.0
CSN deneddyl inh	6	-4	3	-5	-58
NadD block	-9	7	-3	2	-9
PABP1 MLLE inh	0	-37	-4	-6	-24
TbMetRS inhib	-0.8	-0.2	-0.1	-0.6	-0.6
STEP block	-2	-1	0	0	-9
Rpn11 inh	i	i	i	i	i

26: CC1CCC(NC(=O)CCS(=O)(=O)c2ccc3c(c2)CCN3C(=O)C2CC2)CC1 (stereo not given)
27: CCOC(=O)N1CCC(NC(=O)CS(=O)(=O)Cc2nc(-c3ccc(OC)cc3)oc2C)CC1
28: Cc1cc(C)cc(N(CCC#N)C(=O)COC(=O)Cn2[nH]c(=O)c3ccccc3c2=O)c1
29: Cc1cc(-c2n[nH]c(=S)n2-c2ccccc2)nn1C
30: Cc1ccc(Nc2ccc([N+](=O)[O-])nc2[N+](=O)[O-])cc1

assay / compound	26	27	28	29	30
DNMT1 block	5	1	24	-1	4
SUMO1-SIM PPI	3	-1	6	-1	-44
Scp1 inh	-1	-7	1	0	-1
LMPTP block	-0.1	0.7	0.5	-0.7	0.9
CSN deneddyl inh	-4	-1	-3	-1	-1
NadD block	-4	0	2	-14	-5
PABP1 MLLE inh	9	0	-38	9	-13
TbMetRS inhib	-1.7	0.1	-0.1	-0.5	-0.7
STEP block	-5	-2	2	-1	-3
Rpn11 inh	i	i	i	i	i

31: Cc1ccc2nc(SC(C(=O)c3ccccc3)c3ccccc3)nc(C)c2c1 (stereo not given)
32: Nc1ccc(C(=O)c2cccs2)cc1
33: CCCCN1C(=O)C(O)=C(C(C)=O)C1c1ccccc1 (stereo not given)
34: O=C(CSCc1ccc(Cl)cc1)Nc1cc([N+](=O)[O-])ccc1O
35: CN1C(=O)CSc2ccc(NC(=O)N3CCOCC3)cc21

assay / compound	31	32	33	34	35
DNMT1 block	-3	-4	0	4	-7
SUMO1-SIM PPI	0	0	0	-17	3
Scp1 inh	-10	-4	0	9	-3
LMPTP block	2.7	-0.5	-1.3	0.7	-0.8
CSN deneddyl inh	-7	-2	-1	-3	2
NadD block	9	-5	4	-6	-2
PABP1 MLLE inh	8	7	-6	-4	10
TbMetRS inhib	-0.5	-0.4	-0.1	-0.5	-0.4
STEP block	0	3	-5	-1	-3
Rpn11 inh	i	i	i	i	i

36: O=C(NCCCn1ccnc1)c1ccc(F)cc1
37: O=C1C(Cl)=C(N2CCCCC2)C(=O)C(Cl)=C1c1cnc(N2CCCCC2)s1
38: O=C(Nn1c(-c2ccccc2)nc2ccccc2c1=O)c1ccco1
39: CCOc1ccc(NC(=O)Cn2nnc(C(=O)NCCc3ccc(OC)c(OC)c3)c2N)cc1
40: C[N+](C)(C)CCN1C(=O)CSC1=O

assay / compound	36	37	38	39	40
DNMT1 block	1	84*	0	-3	2
SUMO1-SIM PPI	-3	11	3	-2	-3
Scp1 inh	-9	6	-6	-3	47
LMPTP block	-1.2	16	-0.4	0.6	-9.5
CSN deneddyl inh	-1	34	-2	0	0
NadD block	-5	33*	1	-1	-1
PABP1 MLLE inh	-5	48*	10	1	-97
TbMetRS inhib	0.3	0.2	-0.1	-1.1	-0.6
STEP block	3	8	2	0	1
Rpn11 inh	i	i	i	i	i

41: O=C1NCCN(Cc2cccc(Oc3ccccc3)c2)C1CC(=O)N1CCCCC1 (stereo not given)
42: CCCNC(=O)CSc1nc(COc2ccccc2)nc2ccccc12
43: Cc1cc([N+](=O)[O-])nn1CC(=O)N/N=C/c1ccc(O)cc1O
44: CCOC(=O)c1ccc(CC(=O)c2oc3cc(O)ccc3c2C)o1
45: CC(=O)Oc1ccc(-c2csc(Nc3cccc(C)n3)n2)cc1

assay / compound	41	42	43	44	45
DNMT1 block	-7	1	-3	-29	4
SUMO1-SIM PPI	-1	4	-8	-10	-1
Scp1 inh	-2	-3	-14	-1	0
LMPTP block	-0.7	1.4	-1.3	0.7	1.9
CSN deneddyl inh	2	6	-1	11	1
NadD block	5	-4	-1	9	-1
PABP1 MLLE inh	-2	-6	0	29	19
TbMetRS inhib	-0.4	-0.7	0.5	-0.1	-0.2
STEP block	-2	4	-1	-2	2
Rpn11 inh	i	i	i	i	i

46: Cc1cc(C(=O)COc2ccc(Br)cc2F)c(C)n1CC1CCCO1 (stereo not given)
47: CCN(CC)CCCNc1oc(/C=C/c2ccccc2)nc1C#N
48: Oc1c(C(c2cccs2)N2CCN(c3cccc(Cl)c3)CC2)sc2ncnn12 (stereo not given)
49: CC(=O)N1CC2(C)CN(C(C)=O)CC(C)(C1)C2O (stereo not given)
50: Cc1ccc(S(=O)(=O)N2CCC(C(=O)Nc3ccccc3N3CCCC3)CC2)cc1C

assay / compound	46	47	48	49	50
DNMT1 block	-5	-5	-5	1	1
SUMO1-SIM PPI	-1	-24	-15	0	4
Scp1 inh	.	-7	-5	-10	-2
LMPTP block	-0.7	-4.9	1.8	-0.2	1.9
CSN deneddyl inh	-10	0	1	2	-6
NadD block	-1	-2	0	-3	0
PABP1 MLLE inh	-2	-6	-8	-1	-10
TbMetRS inhib	-0.3	-0.3	0.1	-0.1	-0.4
STEP block	2	0	-2	-4	4
Rpn11 inh	i	i	i	i	i
